697 NFkB inh – inhibitors of the PMA/ionomycin-induced NF-kB reporter in 697 B cells; 697 B-cell NF-kB luciferase reporter, 16 h; inhibition, % at 4 µM; actives 0.33% (n = 330,000); AID 435022; in the data active means inhibition above about 35%
Mdm2-MdmX inh – inhibitors of human Mdm2/MdmX interaction; actives 3% (n = 330,000); AID 485346; inhibition, % at 8 µM; SaOS-2 split-luciferase Mdm2/MdmX complementation, luminescence; O15151+Q00987;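 active means inhibition of at least 50% at 8 µM in the primary screen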
Target sequence (O15151 whole entry, looked up): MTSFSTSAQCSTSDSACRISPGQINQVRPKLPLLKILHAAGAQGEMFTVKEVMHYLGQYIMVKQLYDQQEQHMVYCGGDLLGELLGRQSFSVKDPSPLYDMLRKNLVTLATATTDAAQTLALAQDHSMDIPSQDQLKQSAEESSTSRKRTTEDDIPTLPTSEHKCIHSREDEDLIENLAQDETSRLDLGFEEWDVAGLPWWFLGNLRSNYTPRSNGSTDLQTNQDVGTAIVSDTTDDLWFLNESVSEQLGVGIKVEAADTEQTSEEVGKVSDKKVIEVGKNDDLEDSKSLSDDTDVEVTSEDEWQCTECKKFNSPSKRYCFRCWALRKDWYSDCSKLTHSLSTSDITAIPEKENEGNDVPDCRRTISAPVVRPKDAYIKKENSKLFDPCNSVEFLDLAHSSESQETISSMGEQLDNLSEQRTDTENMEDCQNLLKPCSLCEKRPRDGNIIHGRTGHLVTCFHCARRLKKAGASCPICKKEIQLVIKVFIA
Target sequence (Q00987 whole entry, looked up): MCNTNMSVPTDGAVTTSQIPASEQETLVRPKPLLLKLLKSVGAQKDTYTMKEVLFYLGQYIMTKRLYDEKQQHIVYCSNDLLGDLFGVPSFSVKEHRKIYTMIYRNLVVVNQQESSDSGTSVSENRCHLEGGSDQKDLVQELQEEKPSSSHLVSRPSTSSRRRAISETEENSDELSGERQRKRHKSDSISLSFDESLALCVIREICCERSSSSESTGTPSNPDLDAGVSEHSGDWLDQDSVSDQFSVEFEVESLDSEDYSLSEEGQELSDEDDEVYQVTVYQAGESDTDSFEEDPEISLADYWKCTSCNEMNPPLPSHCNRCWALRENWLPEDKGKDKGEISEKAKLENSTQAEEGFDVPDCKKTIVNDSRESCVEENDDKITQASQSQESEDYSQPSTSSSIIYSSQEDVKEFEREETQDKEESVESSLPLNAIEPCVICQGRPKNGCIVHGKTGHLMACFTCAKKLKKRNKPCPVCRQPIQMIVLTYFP
XBP1 UPR activ – adaptive UPR (XBP1) activation; CHO-XBP1 luciferase reporter, IRE1-XBP1 UPR activation, luminescence; percent of tunicamycin response, DMSO as zero; activation, % at 20 µM; actives 0.33% (n = 330,000);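 active means versus positive control, 20 µM dose yields 30% or more activation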;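 further: 100% = tunicamycin at 10 µg/mL and 0% = DMSO only wells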
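Assay system: IRE1-XBP1 luciferase reporter CHO line. Input: 1000 cells/well. Buffer or medium: F12 with 10% serum. Doses: 20 µM, 1% DMSO. Times: overnight seeding at 37 °C, 6 h compound treatment at 37 °C. Technique: Steady-Glo luciferase glow luminescence, 10 min after reagent addition.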
Jurkat NFkB inh – inhibitors of the PMA/ionomycin-induced NF-kB reporter in Jurkat cells. PMA/ionomycin-induced NF-kB luciferase reporter, luminescence. inhibition, % at 4 µM. actives 0.53% (n = 330,000). AID 435003; in the data active means inhibition above about 50%
tim10-1 inh – tim10-1 yeast growth inhibition; actives 2.2% (n = 330,000); AID 463190; S. cerevisiae tim10-1 ts strain growth, BacTiter-Glo, 24 h; inhibition, % at 20 µM;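 active means inhibition of at least 40%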;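 further: mutant grown at 25 °C; 0% = DMSO wells with yeast and 100% = wells holding no yeast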
CHOP UPR activ – apoptotic UPR (CHOP) activation; CHO-CHOP luciferase reporter, luminescence; percent of tunicamycin response over DMSO baseline; activation, % at 10 µM; actives 0.34% (n = 330,000); AID 449763;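 active means at 10 µM dose, activation of 40% or more, normalized to positive control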;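 further: 100% = tunicamycin at 10 µg/mL and 0% = DMSO alone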
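Dosing – one dose, 10 µM in 0.5% DMSO · System – CHO-CHOP cells, stable luciferase reporter of PERK-eIF2a-CHOP signalling · Input – 500 cells/well · Control set – tunicamycin 10 µg/mL final as positive, DMSO-only wells as negative · Timing – 6 h compound treatment, 37 °C · Measure – % activation vs tunicamycin · Technique – luminescence read with Steady-Glo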
tim23-1 inh – inhibits growth of tim23-1 mutant yeast. S. cerevisiae tim23-1 growth, BacTiter-Glo luminescence, 24 h. inhibition, % at 20 µM. actives 1.3% (n = 330,000). AID 463212;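 active means growth inhibition of the mutant yeast at or above 50%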;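 further: temperature-sensitive mutant grown at 25 °C; plate controls were DMSO-treated mutant yeast for no effect and medium wells lacking yeast for full effect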
TIM10 inh – growth inhibitors of TIM10 yeast strain; S. cerevisiae TIM10 strain growth, BacTiter-Glo luminescence, 24 h; inhibition, % at 10 µM; actives 1.4% (n = 330,000);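 active means inhibition of 40% or more at the single tested concentration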;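 further: wild-type TIM10 isogenic control strain grown at permissive 25 °C; 0% = DMSO yeast wells and 100% = minimal medium wells without yeast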
* marks the source's active call; other numbers are inactive results.

Labels used below – A = 697 NFkB inh; B = Mdm2-MdmX inh; C = XBP1 UPR activ; D = Jurkat NFkB inh; E = tim10-1 inh; F = CHOP UPR activ; G = tim23-1 inh; H = TIM10 inh
> O=C(CSc1nc2ccccc2[nH]1)NCCc1ccc(Cl)cc1
  A = -20; B = -26; C = 0; D = -18; E = 9; F = 2.2; G = 6; H = -12
> Cc1ccc(S(=O)(=O)c2c(COC(=O)c3ccc(Cl)cc3)c(-c3ccccc3)nn2C)cc1
  A = 15; B = 31; C = -10; D = 13; E = 7; F = 0.2; G = 2; H = -2
> CC(=O)NC(Cc1ccccc1)C(C)=O (stereo unspecified)
  A = -13; B = -5; C = 1; D = -13; E = -6; F = -1.3; G = 17; H = 6
> COCCCN1CCc2[nH]c(=S)[nH]c(=O)c2C1
  A = -11; B = -15; C = -1; D = -19; E = 7; F = 2.5; G = 8; H = 6
> CC1(C)CC2CC(C)(CN2S(=O)(=O)c2ccc(C(=O)Nc3ccc(S(=O)(=O)N4CCOCC4)cc3)cc2)C1 (stereo unspecified)
  A = 54*; B = 30; C = -2; D = 34; E = 18; F = 0.1; G = 7; H = 11
> O=C(OCC(=O)c1ccc[nH]1)c1ccc([N+](=O)[O-])cc1
  A = -1; B = -22; C = 1; D = -5; E = 7; F = -0.8; G = 22; H = 8
> COc1cccc(/C=C2/Sc3ccc(C(=O)NCCN4CCCCCC4)cc3NC2=O)c1
  A = -5; B = 98*; C = 9; D = -19; E = 11; F = 6.0; G = 13; H = 29
> Nc1nc(CSc2nc3ccccc3s2)nc(Nc2ccccc2)n1
  A = -9; B = 27; C = 0; D = 9; E = 32; F = -0.7; G = 32; H = 35
> Cc1ncc(CSc2nccc(=O)[nH]2)c(CO)c1O
  A = 5; B = -15; C = -5; D = 12; E = 4; F = -1.4; G = 2; H = -1
> O=C(O)c1ccc(CSc2nnc(-c3ccc(Cl)cc3)o2)cc1
  A = -26; B = -22; C = 0; D = -7; E = -1; F = 1.5; G = 4; H = -2
> C=CC[C@@H](CC(=O)N[C@H](CO)Cc1ccccc1)C(=O)NCCOC(=O)[C@@H](CC=C)Cc1ccc(F)cc1
  A = 2; B = 31; C = 0; D = -9; E = 9; F = 0.4; G = 14; H = 5
> CC(Cc1ccc(O)c(O)c1)C(C)Cc1ccc(O)c(O)c1 (stereo unspecified)
  A = -22; B = -4; C = -2; D = 9; E = 24; F = 83*; G = 19; H = 11
> CCOC(=O)c1sc(NC(=O)c2cc(-c3ccccc3C)nc3ccccc23)c(C#N)c1C
  A = 36*; B = 97*; C = -4; D = 6; E = 30; F = 5.3; G = 13; H = 2
> CN(C(=O)c1ccc(NC(=O)Cc2ccc(NC(=O)C3CCCN(C(=O)CCc4ccccc4)C3)cc2)cc1)C1CC1 (stereo unspecified)
  A = 5; B = -5; C = -1; D = 15; E = 11; F = 1.5; G = 4; H = -7
> CCC(=O)N1CCCC(C(=O)c2ccc(-c3ccccc3)cc2)C1 (stereo unspecified)
  A = -9; B = -12; C = -3; D = -4; E = 9; F = 2.1; G = 34; H = -6
> CCOC(=O)C(C)Sc1nc2c(cnn2-c2ccc(F)cc2)c(=O)[nH]1 (stereo unspecified)
  A = -9; B = 8; C = 5; D = -22; E = 6; F = 0.5; G = -1; H = 0
> Cc1cccc(N2C(=O)N3[C@@H]4c5ccccc5OC[C@@H]4[C@@H](c4ccccc4)[C@@]3(C)C2=O)c1
  A = 23; B = 31; C = -1; D = 8; E = 4; F = -0.8; G = 15; H = -2
> CCN(C(=O)COC(=O)C12CC3CC(CC(NC(C)=O)(C3)C1)C2)C1CCCCC1
  A = 4; B = 28; C = -3; D = -14; E = 10; F = -1.8; G = -3; H = 3
> CC12CCC(c3c(C(=O)O)nn(-c4ccc(F)cc4)c31)C2(C)C (stereo unspecified)
  A = -13; B = -8; C = -1; D = -28; E = 14; F = -1.6; G = -1; H = -5
> COc1cccc(N2CCN(C(=O)CCSCc3ccccc3F)CC2)c1
  A = 8; B = 3; C = -2; D = -1; E = 21; F = -1.3; G = 18; H = 14
> COc1ccc(S(=O)(=O)N2CCCC(C(=O)N3CCOCC3)C2)cc1Cl (stereo unspecified)
  A = -3; B = -3; C = -3; D = -24; E = 6; F = 1.6; G = 11; H = 8
> NNC(=O)CNC(=O)c1ccccc1F
  A = 18; B = 5; C = -2; D = -11; E = 7; F = 0.1; G = -4; H = -8
> Cc1ccc(NC(=O)C2CCN(C(=O)NCc3ccccc3)CC2)cc1C
  A = -12; B = 20; C = 2; D = -42; E = 4; F = 1.2; G = 14; H = -12
> COC(=O)c1sc2ncccc2c1OCc1ccc(Cl)cc1
  A = 3; B = 21; C = -1; D = -9; E = 23; F = -2.5; G = 15; H = 23
> Cc1c(C(=O)CN2CCOCC2)[nH]c2ccccc12
  A = -2; B = -4; C = -5; D = 18; E = 1; F = 1.4; G = 23; H = 8

Entries of single compounds, quoted from the list:
COc1ccc(S(=O)(=O)N2CCCC(C(=O)N3CCOCC3)C2)cc1Cl (stereo unspecified) as listed: 697 NFkB inh = -3; Mdm2-MdmX inh = -3; XBP1 UPR activ = -3; Jurkat NFkB inh = -24; tim10-1 inh = 6; CHOP UPR activ = 1.6; tim23-1 inh = 11; TIM10 inh = 8
COC(=O)c1sc2ncccc2c1OCc1ccc(Cl)cc1 as listed: 697 NFkB inh = 3; Mdm2-MdmX inh = 21; XBP1 UPR activ = -1; Jurkat NFkB inh = -9; tim10-1 inh = 23; CHOP UPR activ = -2.5; tim23-1 inh = 15; TIM10 inh = 23

(list continues)
Labels used below – A = 697 NFkB inh; B = Mdm2-MdmX inh; C = XBP1 UPR activ; D = Jurkat NFkB inh; E = tim10-1 inh; F = CHOP UPR activ; G = tim23-1 inh; H = TIM10 inh
> O=C(CN(C(=O)CSc1nc2ccccc2o1)c1ccccc1)NC1CCCCC1
  A = -8; B = 15; C = -3; D = 11; E = 24; F = -1.7; G = 40; H = 14
> COc1ccc(NC(=O)CSc2n[nH]c(N)n2)cc1OC
  A = -16; B = -24; C = 2; D = -19; E = 16; F = -0.3; G = 11; H = 16
> Cc1nc(-c2ccc(Cl)cc2)sc1C1(C)CC(c2ccccc2)=NO1 (stereo unspecified)
  A = -48; B = 20; C = 2; D = -56; E = -20; F = 4.8; G = -16; H = -46
> CCOC(=O)C1CCCN(C(=O)C2CCN(S(=O)(=O)c3ccc4ccccc4c3)CC2)C1 (stereo unspecified)
  A = 1; B = 32; C = -3; D = 2; E = 23; F = 1.0; G = 38; H = 11
> O=C(COC(=O)Cc1ccsc1)Nc1ccc(F)cc1Cl
  A = 18; B = 3; C = 1; D = 4; E = -8; F = -0.3; G = 3; H = -10
> O=C(Cn1nc(C(F)(F)F)cc1C1CC1)Nc1ccccc1F
  A = 1; B = 23; C = -2; D = 3; E = 9; F = 0.5; G = 8; H = 0
> CCc1ccc(OCC(=O)N2CCN(c3ccccc3F)CC2)cc1
  A = -1; B = 6; C = 0; D = -10; E = -7; F = -1.0; G = 32; H = 9
> COc1cccc(NC(=O)c2ccc3c(c2)OCO3)c1
  A = -182; B = -97; C = -4; D = -104; E = -25; F = 2.7; G = 19; H = -9
> Cc1onc(-c2ccccc2)c1C(=O)N1CCN(C/C=C/c2ccccc2)CC1
  A = 8; B = -1; C = 1; D = 7; E = 10; F = 0.0; G = 20; H = 17
> CC1CN(C(=O)c2cccc(S(=O)(=O)N3CCN(c4ccc(F)cc4)CC3)c2)CC(C)O1 (stereo unspecified)
  A = -14; B = 29; C = -6; D = 8; E = 14; F = -1.7; G = 16; H = -15
> CC(=O)Nc1ccc(S(=O)(=O)Nc2nnc(C(C)(C)C)s2)cc1
  A = -19; B = 1; C = -1; D = -1; E = 12; F = -0.8; G = -1; H = 6
> CCOC(=O)N1CCN(C(=O)CCNS(=O)(=O)c2ccc3c(c2)c(=O)n(C)c(=O)n3C)CC1
  A = 5; B = 25; C = 8; D = 9; E = -1; F = -1.6; G = 8; H = -1
> CC(NC(=O)CN(c1cccc(C(F)(F)F)c1)S(=O)(=O)c1ccc(Cl)c([N+](=O)[O-])c1)c1ccccc1 (stereo unspecified)
  A = 7; B = 82*; C = 3; D = 0; E = -2; F = 104*; G = -9; H = -5
> CCc1ccc(OCC(=O)NCCc2ccc3c(c2)OCCO3)cc1
  A = 23; B = 2; C = -3; D = -1; E = -1; F = -1.6; G = 24; H = -10
> O=C1C=C(NNC(=O)c2ccncc2)CC(c2ccccc2)C1 (stereo unspecified)
  A = 0; B = 20; C = -3; D = 6; E = 0; F = -1.1; G = 4; H = 2
> O=C(NCCO)c1nc(C(=O)c2ccccc2)c2ccccc2n1
  A = -27; B = 4; C = 3; D = -10; E = 2; F = -0.1; G = 4; H = -5
> CC1CCCN(c2nc3ccccc3nc2C(C#N)S(=O)(=O)c2cccs2)C1 (stereo unspecified)
  A = -7; B = 4; C = 0; D = -18; E = 30; F = -0.7; G = 9; H = 15
> CC(C)[C@H](NC(=O)Nc1ccc(S(N)(=O)=O)cc1)C(=O)O
  A = -5; B = 3; C = 0; D = -9; E = 9; F = 0.3; G = -7; H = -11
> COc1ccccc1CNN
  A = -4; B = 18; C = -3; D = -5; E = 18; F = -1.7; G = 21; H = 2
> CC(C)Oc1ccc(S(=O)(=O)N2CCOCC2)cc1NC(=O)C1COc2ccccc2O1 (stereo unspecified)
  A = 5; B = -5; C = 4; D = 1; E = 18; F = 3.7; G = 30; H = 12
> NS(=O)(=O)c1ccc(NC(=O)Nc2cccc3ccccc23)cc1
  A = -11; B = 8; C = 13; D = 5; E = -4; F = -0.5; G = 0; H = 12
> O=C(c1ccccc1-c1ccccc1)N1CCCC1
  A = 19; B = -30; C = -2; D = 6; E = 28; F = -1.0; G = 16; H = 19
> O=S(=O)(Nc1ccc(S(=O)(=O)Nc2ncccn2)cc1)c1ccccc1
  A = 10; B = 9; C = 1; D = -8; E = -16; F = -2.0; G = -7; H = -17
> O=C(O)c1cc(S(=O)(=O)O)ccc1O
  A = 7; B = 24; C = -1; D = -2; E = -11; F = -0.4; G = -15; H = 4
> CCOC(=O)C1=C(C)N=C(/N=C/N(C)C)SC1c1ccccc1 (stereo unspecified)
  A = 15; B = 6; C = -3; D = 12; E = 20; F = -1.6; G = 13; H = 23
> Cc1cnc(CNC(=O)CC2C(=O)NCCN2Cc2cccc(F)c2F)cn1 (stereo unspecified)
  A = 8; B = 22; C = -3; D = -6; E = 1; F = -1.3; G = -12; H = 0
> Cc1cc(NC(=O)c2cc(-c3ccc4c(c3)OCO4)on2)n(-c2ccccc2)n1
  A = 19; B = 17; C = 1; D = 2; E = 13; F = -0.9; G = 6; H = 4
> Nc1ccc(C(=O)c2ccc3c(c2)OCCO3)cc1N
  A = 16; B = 11; C = 1; D = 2; E = 16; F = 4.5; G = 21; H = 12
> CC(Cl)C(=O)NNc1cccc(Cl)n1 (stereo unspecified)
  A = -10; B = -27; C = -1; D = 7; E = -3; F = -0.4; G = 10; H = 6

Rewritten as labelled records: two of the compounds above
> Nc1ccc(C(=O)c2ccc3c(c2)OCCO3)cc1N
  697 NFkB inh: 16
  Mdm2-MdmX inh: 11
  XBP1 UPR activ: 1
  Jurkat NFkB inh: 2
  tim10-1 inh: 16
  CHOP UPR activ: 4.5
  tim23-1 inh: 21
  TIM10 inh: 12

> Cc1cnc(CNC(=O)CC2C(=O)NCCN2Cc2cccc(F)c2F)cn1 (stereo unspecified)
  697 NFkB inh: 8
  Mdm2-MdmX inh: 22
  XBP1 UPR activ: -3
  Jurkat NFkB inh: -6
  tim10-1 inh: 1
  CHOP UPR activ: -1.3
  tim23-1 inh: -12
  TIM10 inh: 0

From PubChem BioAssay
